Screening data: PubChem BioAssay, several laboratories
HDAC3 inh – inhibitors of human histone deacetylase 3; recombinant HDAC3, fluorogenic peptide/trypsin coupled, fluorescence; inhibition, % at 8.3 µM; 320,000 tested, 0.15% active; AID 2718; in the data active = inhibition above about 26%, passing the limit was not always enough; inconclusive = no clear call, values can overlap the other calls
Target sequence (O15379 whole entry, looked up): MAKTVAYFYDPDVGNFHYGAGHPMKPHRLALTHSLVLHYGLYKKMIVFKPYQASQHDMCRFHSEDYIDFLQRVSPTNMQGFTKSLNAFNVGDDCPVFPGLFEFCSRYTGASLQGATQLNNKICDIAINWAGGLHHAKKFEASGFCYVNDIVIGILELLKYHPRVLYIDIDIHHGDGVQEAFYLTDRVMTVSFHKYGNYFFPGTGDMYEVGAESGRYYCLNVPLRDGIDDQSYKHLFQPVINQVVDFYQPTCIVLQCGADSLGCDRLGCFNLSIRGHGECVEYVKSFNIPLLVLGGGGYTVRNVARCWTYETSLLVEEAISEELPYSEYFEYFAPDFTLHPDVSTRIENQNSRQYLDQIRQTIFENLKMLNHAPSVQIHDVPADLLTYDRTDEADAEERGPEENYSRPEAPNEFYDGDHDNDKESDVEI
HSF-1 act – increases HSF-1 driven luciferase reporter signal; NIH3T3-HGL HSF-1 luciferase reporter, MG132, 8 h; 100% = twice DMSO control signal; activation, % at 9 µM; 300,000 tested, 1.7% active; AID 504408;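 active = mean replicate activation of at least 50% with a set share of replicates each reaching 50%; inconclusive = only one of those two conditions met; inactive = mean below 50% and too few replicates reaching it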;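 note: 0% = median of the neutral control wells and 100% = twice that signal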
aSyn UTR inh – 5' untranslated region of α-synuclein, MLPCN primary screen; inhibition, % (tested at 7.5 µM); AID 1813; 300,000 tested, 0.82% active; alpha-synuclein 5'UTR reporter, inhibitor activity; in the data active = inhibition above about 60%; inconclusive = no clear call, values can overlap the other calls;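 note: H4 neuroglioblastoma cells stably carrying SNCA 5'UTR luciferase fusion; 0% = DMSO wells and 100% = positive control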
AI-2 QS modul – modulators of Vibrio harveyi AI-2 quorum sensing system; activity change, % at 7.5 µM; 300,000 tested, 0.4% active; Vibrio harveyi JMH597 AI-2 luminescence/OD600 ratio, 9 h; hits give low values; strain lacks LuxN and CqsS sensors; 0 = neutral-control median; in the data active = activity change below about -75%, passing the limit was not always enough; inconclusive = no clear call, values can overlap the other calls;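 note: luminescence divided by OD600 gain over 9 h not by final OD600 alone; inactives centre near 13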
Platelet DG rel – modulates dense granule release in human platelets; human platelet-rich plasma, SFLLRN dense granule ATP release, luminescence; inhibition, %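 (compounds screened at 7.5 µM in platelet-rich plasma)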; AID 1663; 300,000 tested, 0.22% active;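 active = mean replicate score, as percent of positive control, at or above 50; inconclusive = mean below 50 but at least one replicate at or above 50; inactive = mean and every replicate below 50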
KLF5 inh – kruppel-like factor 5 inhibition; DLD-1 KLF5 promoter-luciferase reporter, luminescence; inhibition, % at 5 µM; 290,000 tested, 0.23% active; AID 1700;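 active = inhibition above a per-plate limit of that plate's mean compound inhibition plus 3 SD, cut at about 60% in these data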;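 note: 0% = DMSO wells and 100% = LY294002 at 200 µM; higher means less KLF5 promoter-driven luciferase light; inactives centre near -14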
IEC-6 tox – kills IEC-6 intestinal cells in KLF5 counter-screen | inhibition, % at 5 µM | 290,000 tested, 0.78% active | AID 1825 | IEC-6 cytotoxicity, luminescence viability; in the data active = inhibition above about 22%;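 note: 0% = plate median of test compound wells and 100% = cytotoxic reference compound wells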
HSP90 inh – HSP90 refolding inhibition in rabbit reticulocyte lysate; luciferase refolding luminescence, 3 h; inhibition, % at 5.6 µM; 290,000 tested, 0.91% active; AID 1789;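 active = inhibition above the screen-wide mean plus 3 SD, computed separately per campaign, cut at about 16% in these data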;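 note: 0% = DMSO wells and 100% = 60 µM geldanamycin wells; inhibitors lower the luminescence because luciferase stays unfolded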
HIF activator – HIF pathway transcriptional activation. U2OS HRE-luciferase reporter, luminescence; normalized: DMSO 0%, desferrioxamine 100%. activation, % at 7.5 µM (by protocol). 300,000 tested, 0.32% active. AID 1910;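 active = mean activation of at least 10% of the iron chelator positive control signal, with at least half of replicates also reaching 10%; inconclusive = mean and replicate majority disagree about reaching 10%; inactive = mean and most replicates under 10%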
HSF1 inhib – HSF1 inhibition; AID 2098; activity change, negative = inhibition, % at 7.5 µM (by protocol); NIH3T3-HGL HSE-luciferase, MG132-induced, luminescence 8 h; hits give low values; 300,000 tested, 0.77% active;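 active = more than half of replicate wells show activity change below -50%, luminescence cut by over half; inconclusive = some wells, but at most half, below -50%; inactive = no replicate well below -50%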;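 note: luciferase reports HSF-1 transcriptional activity via heat shock element; 0% = median of DMSO wells and -100% = zero luminescence signal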
* marks the source's active call; other numbers are inactive results; ? = inconclusive; . = not tested or not shown.

SMILES	HDAC3 inh	HSF-1 act	aSyn UTR inh	AI-2 QS modul	Platelet DG rel	KLF5 inh	IEC-6 tox	HSP90 inh	HIF activator	HSF1 inhib
O=C(CC1Oc2ccccc2NC1=O)NCCCN1CCN(Cc2ccccc2)CC1 (centres undefined)	6	-9	-11	12	-5	-52	1	1	.	-4
COc1ccccc1N=CC=C1OC(C)(C)C(C)(C)O1	-3	15	9	7	-5	8	5	2	-0.2	8
Cc1ccc(/C=N/Nc2nc(N3CCCCC3)nc(N3CCCCC3)n2)o1	-1	-1	6	14	-7	-21	0	-1	0.0	-3
COCCCNc1nc2ccccc2nc1NS(=O)(=O)c1ccc(OC)cc1	-4	-10	-1	7	.	-26	4	1	0.1	9
CN(CC(=O)Nc1ccccc1Cl)C(=O)c1cccc(S(=O)(=O)N2CCN(c3ccc(F)cc3)CC2)c1	-1	8	-1	12	19	-44	4	0	-0.2	2
COc1ccc(-c2cc(C(F)(F)F)nc(NC3CCCC3)n2)cc1OC	11	1	19	18	4	-46	-5	1	0.0	-3
COc1ccc(OC)c(NC(=O)CC2C(=O)NCCN2C(=O)c2ccccc2)c1 (centres undefined)	4	-13	13	5	-6	-43	8	3	-0.2	-6
NC1=NC(=O)/C(=C\C=C\c2ccccc2)S1	6	15	-73	12	1	-70	0	3	1.9	1
O=C(NCc1ccccc1)c1ccc(F)c(S(=O)(=O)N2CCOCC2)c1	4	2	44	-2	-1	-5	-3	0	-0.6	-5
O=C(Nc1ccc(C(=O)O)cc1)/C(=C/c1cccc(Br)c1)NC(=O)c1ccco1	-4	10	24	31	3	-15	-2	-3	-0.2	-9
CCNc1nnc(-c2ccc(C)cc2)o1	-7	22	-80	33	1	-51	0	0	3.7	16
CC(C)(C)NC(=O)C(=O)NN=C1CCCCCC1	7	6	-12	4	2	-2	-6	-6	-0.8	0
C=CCn1nnnc1SCC(=O)Nc1cccc(C(F)(F)F)c1	-2	1	6	0	-15	-23	7	0	-0.1	-1
CN(C)C(=S)Nn1c(-c2ccccc2)nc2ccccc2c1=O	1	-5	17	11	9	-4	-5	-3	-0.3	-3
CC(=O)Nc1ccc(S(=O)(=O)NCCCN2CCOCC2)cc1	-2	0	-33	3	-3	-13	4	2	1.5	-7
O=P(OC1CCCCC1)(OC1CCCCC1)C(O)c1ccccc1 (centres undefined)	6	4	-8	28	-3	-12	5	8	-1.2	3
CC(=O)Nc1ccc(-c2csc(NCc3ccccc3)n2)cc1	9	27	-75	-35	-3	-27	0	0	2.5	-1
COc1ccc(C(=O)NCCc2cccc(Cl)c2)cc1OC1CCN(C(C)=O)CC1	-3	2	2	18	-2	-18	-9	0	0.3	-5
Cc1ccc(CC(=O)NCCC(=O)O)cc1	0	1	-3	9	9	-16	-1	-2	0.0	-2
CCn1cc(C(=O)NCCC(=O)NCCO)c(=O)c2cc3c(cc21)OCO3	2	20	0	6	5	-36	-5	6	-0.5	-1
Cc1ccc2nc(N3C(=O)C(O)=C(C(=O)c4ccco4)C3c3ccc(O)cc3)sc2c1 (centres undefined)	3	13	-14	41	-13	-27	-2	1	2.1	0
Nc1ccc(C(=O)N2CCN(S(=O)(=O)c3ccc(Cl)s3)CC2)cc1[N+](=O)[O-]	3	-4	8	9	-5	.	.	.	-0.7	1
CC(NS(=O)(=O)c1ccc(Br)cc1)C(=O)NC1CCCCCC1 (centres undefined)	10	14	3	8	-7	-21	-1	-2	0.2	-2
COc1cccc(CN2CCC(C(=O)N3CCN(c4ccccc4F)CC3)CC2)c1OC	-2	-3	6	24	-4	-5	-11	-1	-0.3	-6
COc1ccccc1CN1CCN(Cc2nc(Cc3ccccc3)no2)CC1	2	0	-10	-4	0	2	1	-3	0.6	-1
COc1cc(C(=O)OCc2cc(=O)oc3c(C)c(C)ccc23)ccc1OC(F)F	4	-5	2	9	-10	-11	-5	-1	-0.3	-4
Cc1cccc(-c2noc(CN(C(=O)/C=C/c3ccccc3Cl)C(C)C)n2)c1	.	25	17	18	-2	-4	0	4	-0.3	8
Cc1nc(-c2ccc(S(=O)(=O)NCC3CCN(C(=O)OC(C)(C)C)CC3)s2)cs1	8	-3	-14	20	-10	-5	-5	0	0.0	-13
COc1cc(-c2nc3cnccn3c2Nc2ccccc2)ccc1O	6	56*	24	30	32	-18	2	2	-0.3	24
NC(=O)CSc1nnc(-c2ccccc2)c(-c2ccccc2)n1	8	-2	-14	14	-5	-17	-4	0	-1.6	-6
COc1cc(C(=O)n2cnc3ccccc32)c([N+](=O)[O-])cc1OC	4	-19	8	-3	4	-21	-3	-3	-0.5	-9
N#Cc1ccc(NC(=O)C2CC(c3ccc(F)cc3)=NO2)cc1 (centres undefined)	-2	14	-4	-59	-3	-25	-5	0	0.1	9
O=C(CCSc1nnc2ccccn12)Nc1ccc(F)cc1	-5	2	14	14	-4	1	1	-1	0.6	-6
C/C(CC(O)(/C=N/O)c1ccccc1)=N\O (centres undefined)	-2	-7	5	24	0	1	0	1	0.7	-7
CCC(C)c1ccc(S(=O)(=O)N2CCN(S(=O)(=O)c3ccc(NC(C)=O)cc3)CC2)cc1 (centres undefined)	0	-12	12	33	0	-13	-4	2	-0.1	0
CC12CCC(=O)N1C(C(=O)NCc1ccc(Cl)cc1Cl)CS2 (centres undefined)	1	12	8	17	2	.	.	.	-1.5	7
COc1ccc(-c2cc(CNC(C)=O)on2)cc1	-6	2	-23	32	0	-15	9	3	0.3	1
CC1(C)CC(=O)c2cc(C(=O)NCc3ccco3)c(=O)n(-c3ccc(Cl)cc3)c2C1	4	25	7	4	-2	-23	4	0	-0.4	5
COc1ccccc1-c1ccc(SCC(=O)NCCc2ccccc2)nn1	-2	21	9	6	0	-24	-3	0	-0.3	3
CC(C)C(=O)N(Cc1cc2ccccc2[nH]c1=O)C(C)C	5	-10	25	10	0	-29	1	3	0.1	-12
Cc1nccn1CCOc1ccccc1Cl	0	-20	19	0	3	2	-2	-2	0.4	-3
CCN(CC)CCC(c1ccc2c(c1)OCO2)c1c(O)cc(OC)cc1OC (centres undefined)	7	4	11	12	-2	.	.	.	-0.8	5
Cc1noc(C)c1CSCC(=O)Nc1cc(S(=O)(=O)N2CCOCC2)ccc1OCC(F)(F)F	0	1	11	15	25	.	.	.	0.1	-3
COc1ccc(CCNS(=O)(=O)c2cc3c4c(c2)CCN4C(=O)CC3)cc1	-8	11	6	2	2	.	.	.	0.0	1
CCCn1nnc(NC(=O)c2ccc(Cl)cc2Cl)n1	4	23	-115	28	-4	-71	-7	0	0.4	14
O=C(NNC(=O)c1cccnc1)c1ccncc1	-1	-1	-9	24	0	-2	1	-2	1.4	-8
CCC(C(=O)NCc1ccco1)N(C(=O)CNS(=O)(=O)c1ccc(C)cc1)c1ccccc1OC (centres undefined)	.	13	-20	15	1	-42	1	2	0.0	13
COc1cccc(C(=O)N[C@@H](C)C(=O)N2CCC3(CC2)NCCc2[nH]cnc23)c1	1	6	3	26	0	-14	4	0	-0.4	-3
C=CC[C@H]1Cc2c(cccc2[N+](=O)[O-])[C@H](CC=C)N1	?	-7	-3	15	1	12	-5	5	-0.6	-1
CC(=O)Nc1ccc(/C=N/Nc2ccc(C(=O)c3c(C)cc4ccccn34)cc2[N+](=O)[O-])cc1	1	-6	5	25	1	0	-10	2	-0.7	-6
COc1ccc(-c2csc(N3C(=N)SCC3=O)n2)cc1	-7	10	7	27	-6	-174	6	0	1.6	10
CC1CCCCN1C(=O)CSc1nc2ncccc2[nH]1 (centres undefined)	?	13	-75	32	4	-44	0	-1	2.2	10
Cc1ccc2cc(C#N)c(N3CCCN(S(=O)(=O)c4ccccc4)CC3)nc2c1	4	5	-9	11	-1	-1	0	2	0.0	4
COc1ccccc1N1CCN(C(=O)Cn2ncc3c([nH]c4ccccc43)c2=O)CC1	-2	1	12	16	8	-5	-3	1	2.4	3
CCCOc1ccc(C(=O)NCc2cccnc2)cc1	2	15	8	18	-1	-27	7	2	.	2
COc1ccc(/C(C)=N/Nc2ccccc2Cl)c(O)c1	6	-9	-102	15	13	-66	8	4	0.9	-7
O=C(Nc1ccccc1)c1sc(N2CCOCC2)nc1-c1ccccc1	-2	26	-25	24	-2	15	0	1	0.0	-6
Cn1cc(C(=O)NCCO)c(=O)c2ccccc21	0	-6	13	31	-2	-17	-9	4	-0.7	-6
Cc1ccc(-c2cc(C(=O)N/N=C/c3ccccc3O)n[nH]2)o1	6	-9	16	.	5	14	8	-2	-1.2	-1
COc1ccccc1NC(=O)CSc1nc(=O)n2cc(C)ccc2n1	5	2	7	35	30	.	.	.	-0.5	6

Next part
SMILES	HDAC3 inh	HSF-1 act	aSyn UTR inh	AI-2 QS modul	Platelet DG rel	KLF5 inh	IEC-6 tox	HSP90 inh	HIF activator	HSF1 inhib
O=c1[nH]c(=S)[nH]c2scc(-c3ccc(Br)cc3)c12	4	6	-4	26	-2	.	.	.	0.6	-7
CC(C)CCOc1cccc(OCC(=O)NC2CCS(=O)(=O)C2)c1 (centres undefined)	9	-20	35	12	-1	17	2	2	-0.9	-3
COc1ccc(-c2nn(-c3ccccc3)cc2C(=O)NCC2CCCO2)cc1 (centres undefined)	-2	-20	-16	52	-3	5	4	-4	0.0	5
C=CCNC(=O)C1CCN(S(=O)(=O)CC)CC1	-5	1	-8	11	-1	-2	-2	0	-0.7	-4
Cc1nc2nc(CSc3ccc(Cl)cc3)cc(=O)n2[nH]1	-1	-4	-2	17	3	15	0	1	0.0	3
CN1C(=O)SC(Nc2cccc3ccccc23)C1=O (centres undefined)	4	0	5	14	-10	-34	3	1	-2.0	6
O=C(c1ccc(Br)cc1)N1CCN(S(=O)(=O)c2ccccc2)CC1	-1	14	-12	36	0	-5	3	-2	-0.1	3
CCOC(=O)C1CCN(C(=O)/C=C/c2ccc(OC)cc2)CC1	6	4	-36	20	-7	-189	4	5	-0.1	9
CC[C@]1(c2ccccc2)C(=O)N(C(=O)OC)N1C(=O)OC	44*	-14	21	10	5	-5	1	-2	-1.2	-9
O=C(CCNC(=O)c1ccco1)NCc1ccccc1	-8	-5	11	4	3	-21	0	-2	0.0	-7
Cc1ccc(C(=O)CSc2ccc(-c3cccnc3)nn2)cc1	-7	7	12	39	0	13	3	1	-0.1	4
COc1ccc(CCNC(=O)CN2C(=O)CCSc3ccccc32)c(OC)c1	-3	-6	-27	17	6	4	3	-1	-0.8	5
Nc1c(NCc2ccccc2)c(=O)c1=O	2	20	-1	17	-4	-15	-4	-1	-1.0	-2
O=C(CCC(=O)Nc1cccc2ccccc12)N/N=C/c1ccco1	-3	-11	-6	20	16	-34	1	1	-0.4	0
Cc1ccccc1CN1CCCC(C(=O)Nc2ccccc2Oc2cccnc2)C1 (centres undefined)	-1	9	2	.	2	-30	-2	-2	-0.5	2
